HCMV inh – human cytomegalovirus inhibition; activity change, negative = inhibition, % at 57.5 µM; HFF cells, HCMV-luciferase reporter, 72 h; active compounds read low; AID 1259415; 410,000 tested, 4.5% active; in the data active = activity change below about -60%; inconclusive = no clear call, values can overlap the other calls; inactive = above about -39%
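After 16 h attachment at 37C, HFF cells received test compound and HCMV-luciferase (1 PFU/cell); reporter luminescence read 72 h later, data normalized against buffer-only and known inhibitor Salinomycin.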
Sm TGR block – blocks Schistosoma mansoni thioredoxin glutathione reductase. Q962Y6. purified TGR, DTNB reduction, TNB absorbance 405 nm. Potency, µM (top dose mostly 114 µM), inactives show at the highest dose activity change, negative = inhibition, usual class: inhibitors. 360,000 tested, 3% active. AID 485364; also: potency is read from the fitted curve at half-maximal effect; nearly all actives have a fitted effect of over 60% in size
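TGR 20 nM + NADPH 100 uM (dispensed conc.), cpd preinc 15 min RT; start with NADPH (500 uM addition) then DTNB (15 mM addition). Kinetic TNB absorbance, 405 nm filter. Four-parameter Hill fit across titration.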
AMA1-RON2 inh – AMA1-RON2 (P. falciparum) interaction inhibition; AlphaScreen AMA1-biotinylated RON2 peptide binding; Potency, µM (doses to about 58.2 µM), for the others: top-dose activity change, negative = inhibition, usual class: inhibitors; 360,000 tested, 0.2% active;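 also: potency is read from the fitted curve at half-maximal effect; 0% = vehicle wells and -100% = peptide control; nearly all actives have a fitted effect of over 45% in size; some results filed as inactive show a strong effect at the top dose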
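AMA1 (3D7) with his tag at 25 nM final met compounds first, then biotinylated RON2 peptide at 25 nM; detection used donor plus acceptor beads, 10 µg/mL apiece, read by AlphaScreen after 30 min at room temperature.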
HCV inh – HCV inhibition; 340,000 tested, 3.4% active; Potency, µM (titrated, usually from 41.8 µM), for inactives: at the top dose activity change, negative = inhibition, usual class: inhibitors; Huh7.5.1 HCVcc-Cre infection, luciferase reporter, 44 h; also: potency is read from the fitted curve at half-maximal effect
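Infectious HCV cell culture screen: compound-treated cells (1,000/well, pre-plated 4 h) are infected with HCVcc-Cre at roughly 0.5 moi and grown 44 h. Infection is quantified by luciferase signal after 15 min substrate incubation at room temperature.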
FBPA Giardia inh – inhibitors of Giardia lamblia fructose-1,6-bisphosphate aldolase; A8B2U2; purified Giardia FBPA; Potency, µM (series often up to 59.6 µM), inactives show top-dose activity, negative = inhibition, most hits filed as inhibitors; 290,000 tested, 0.71% active; also: potency is read from the fitted curve at half-maximal effect; nearly all actives have a fitted effect of over 55% in size
Target sequence (A8B2U2 whole entry, looked up): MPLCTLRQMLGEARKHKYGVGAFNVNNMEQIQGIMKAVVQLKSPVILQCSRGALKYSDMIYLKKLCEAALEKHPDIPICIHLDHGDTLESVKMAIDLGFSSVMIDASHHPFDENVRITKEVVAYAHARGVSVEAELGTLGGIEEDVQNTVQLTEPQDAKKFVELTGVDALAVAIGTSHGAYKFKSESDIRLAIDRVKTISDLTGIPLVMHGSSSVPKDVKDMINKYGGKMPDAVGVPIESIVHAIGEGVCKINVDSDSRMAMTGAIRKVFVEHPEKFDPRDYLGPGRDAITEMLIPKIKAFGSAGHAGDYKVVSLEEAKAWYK
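Giardia FBPA (40 nM reagent) was preincubated 10 min at RT with compound (up to 57.5 uM final), then substrate plus GAPDH/TPI/NAD/arsenate coupling system with diaphorase/resazurin was added; resorufin fluorescence (525/598 nm) was read after 20 min.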
AmpC inh detg – AmpC beta-lactamase inhibition with detergent present. AmpC hydrolysis of nitrocefin, absorbance 480 nm, 0.01% Triton. P00811. Potency, µM (highest dose often 114 µM), without a hit: at the highest dose activity change, negative = inhibition, actives largely listed as inhibitors. 370,000 tested, 0.041% active;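 also: potency is read from the fitted curve at half-maximal effect; 0% = no-compound wells and -100% = no-enzyme wells; nearly all actives have a fitted effect of over 25% in size; some results filed as inactive show a strong effect at the top dose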
Target sequence (P00811 whole entry, looked up): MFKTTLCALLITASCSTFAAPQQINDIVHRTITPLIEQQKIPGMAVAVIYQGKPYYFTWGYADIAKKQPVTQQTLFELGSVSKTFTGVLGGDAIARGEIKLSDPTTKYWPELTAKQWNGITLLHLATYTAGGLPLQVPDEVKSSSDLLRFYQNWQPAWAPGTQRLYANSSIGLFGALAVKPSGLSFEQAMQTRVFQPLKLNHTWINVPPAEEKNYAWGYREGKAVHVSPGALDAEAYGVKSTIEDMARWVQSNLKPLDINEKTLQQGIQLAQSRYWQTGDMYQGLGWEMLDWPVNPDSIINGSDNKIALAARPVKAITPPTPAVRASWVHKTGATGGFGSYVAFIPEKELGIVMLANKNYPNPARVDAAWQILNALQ
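20 mM phosphate pH 7.0 + 0.01% (detergent screen) or 0.0001% Triton X-100; 5.3 nM AmpC reagent; cpd preinc 15 min RT; nitrocefin (800 uM stock) to start; A480 q20 s × 4 min; Activity was normalised to no-enzyme and no-compound control wells.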
* hit, by the source's call; ? = inconclusive; · = not tested or not shown; & = joins results of further samples; [ ] = dose if it differs, or a comment. Unless noted, calls follow the shape of the dose curve; as a rule, active = well fitted curve in the direction sought with a large enough effect; inconclusive = small, poorly fitted or top-dose-only effect, or another doubt; inactive = no such curve, though single readings can be large; an effect the other way counts as inactive or inconclusive. Unless noted, % is scaled to controls: 0 for no effect and ±100 for the full control effect.

SMILES	HCMV inh	Sm TGR block	AMA1-RON2 inh	HCV inh	FBPA Giardia inh	AmpC inh detg
O=C(CCC1CCCN(C(=O)CCCc2ccccc2)C1)N1CCN(c2ccccn2)CC1 (stereo not given)	1	7%	-3%	?	3%	0%
COc1ccc(OC)c2[nH]c(=O)c(CCNS(=O)(=O)c3ccccc3)cc12	-7	3%	13%	25%	?	0%
Cc1ccccc1-c1noc(-c2ccccc2F)n1	113	3%	32%[activator]	-1%	1%	-12%
O=C1c2cccnc2C(O)N1Cc1ccco1 (stereo not given)	-12	?	-27%	2%	-13%	-9%
CO[C@H]1C=CO[C@@]2(C)Oc3c(C)c(O)c4c(O)c(c5c(nc6cc(C)ccn65)c4c3C2=O)NC(=O)C(C)=CC=C[C@H](C)[C@H](O)[C@@H](C)[C@@H](O)[C@@H](C)[C@H](OC(C)=O)[C@@H]1C	·	-1%	·	·	?	-7%
CC(=O)c1ccc(NC(=O)C(C)Sc2nnc(C3CC3)n2C2CC2)cc1 (stereo not given)	-12	-1%	-3%	-10%	·	-2%
Cc1ccccc1-c1cccc([C@@H]2C[C@H]3[C@H](CON3C)CN2C(=O)C(C)(C)C)c1	-3	·	13%	1%	·	·
COCCO[C@H]1CC[C@@]2(C)C(=CCC3C2CC[C@@]2(C)C3CC[C@]2(C)O)C1 (stereo not given in full)	-8	·	-13%	?	·	·
CCOc1ccccc1OCC(=O)Oc1ccc(C)c(C)c1	42	-21%	37%[activator]	6%	11%	?
COc1ccc(-c2cc(C(=O)NCc3cccnc3)no2)cc1OC	111	7%	-4%	·	2%	2%
O=C1CCCN1CC(CN1CCOCC1)Sc1nnnn1-c1ccccc1 (stereo not given)	-5&25	0%	-11%&7%	-1%&4%	-10%	3%
Cc1ccc(NC(=O)CNc2cc(S(=O)(=O)N3CCOCC3)ccc2NCC2CCCO2)cc1F (stereo not given)	-11	-26%	-27%	?	·	-2%
NS(=O)(=O)c1cccc(NC(=O)COC(=O)CCC2CCCC2)c1	15	·	8%	17%	·	·
COCCn1c(COc2cccc(OC)c2)nnc1SCC(=O)N1CCOCC1	-10	4%	8%	15%	3%	-13%
COc1cc(O)c(C(C)=O)c(CC(=O)O)c1	17	?	-27%	3.2µM*	?	3%
CC(C)C[C@@H](CN)NC(=O)c1nc[nH]c1C(=O)N[C@@H](C)C(=O)CNC[C@H](C)NC(=O)c1nc[nH]c1C(=O)N[C@@H](CC(=O)O)C(=O)O	1	·	103%[activator]	14%	·	·
CN(C)c1ccc(CNC(=O)C2CCN(Cc3cc4ccccc4n3Cc3ccccc3)CC2)cc1	9	1%	·	·	·	7%
NS(=O)(=O)c1ccc(CCNC(=O)CNC(=O)Cc2cccc3ccccc23)cc1	1	-6%	-9%	15%	5%	-20%
CCN(CC)S(=O)(=O)c1ccc2[nH]cc(C(=O)NCCC3=CCCCC3)c(=O)c2c1	-83*	-32%	-1%	11µM*	-3%	-4%
COC(=O)c1c(NC(=O)c2ccc(C)o2)sc2c1CCCCC2	52	-7%	12%	11µM*	-10%	3%
c1cncc(-c2nc(-c3ccc4c(c3)OCCO4)cs2)c1	52	6%	0%	?	3%	2%
Cc1ccc(N2CC(C(=O)Nc3nnc(SCCN4CCOCC4)s3)CC2=O)cc1 (stereo not given)	-6	-14%	11%	-2%	?	7%
COc1ccc(OCC(=O)OCCN(C)C)cc1	-19	-8%	1%	5%	-21%	-3%
CCOC(=O)c1ccc(Cl)c(NC(=O)c2ccc(-c3ccccc3)cc2)c1	35	3%	0%	-4%	-1%	3%
COc1cccc(-c2nc(CS(=O)(=O)CC(=O)NCc3ccc(Cl)cc3)c(C)o2)c1	2	-30%	-2%	-4%&-6%	1%	-10%

Record cards (already shown). Order of values: HCMV inh | Sm TGR block | AMA1-RON2 inh | HCV inh | FBPA Giardia inh | AmpC inh detg
Results for `O=C1c2cccnc2C(O)N1Cc1ccco1` (stereo not given) : -12 | ? | -27% | 2% | -13% | -9%
Results for `COc1ccc(OC)c2[nH]c(=O)c(CCNS(=O)(=O)c3ccccc3)cc12` : -7 | 3% | 13% | 25% | ? | 0%

Next section.
SMILES	HCMV inh	Sm TGR block	AMA1-RON2 inh	HCV inh	FBPA Giardia inh	AmpC inh detg
CCN(C(=O)COC(=O)/C=C/c1ccco1)c1c(N)n(Cc2ccccc2)c(=O)[nH]c1=O	10	20µM*	3%	?	·	-8%
Cc1ccc(S(=O)(=O)O)c(C)c1N1CCCC1=O	13	-8%	-2%	?	6%	3%
Cc1cc(Br)ccc1NC(=O)CN(C)C(=O)c1cccc(S(=O)(=O)N2CCN(C)CC2)c1	0	·	3%	-10%	·	·
COc1ccc(C)cc1NC(=O)Cn1c(=O)oc2cc(S(=O)(=O)N3CCCCCC3)ccc21	?	6%	·	·	·	9%
COc1ccc2c(c1)CCc1c(C(=O)N(C)c3ccccc3)noc1-2	-11	0%	-5%	5%	-7%	4%
O=C(Nc1ccccc1C(F)(F)F)c1cc2ncc(CCCl)cn2n1	21	4%	29%	?	-6%	6%
COc1ccc(N/C(=C(/C(Cl)=C(Cl)Cl)[N+](=O)[O-])n2nnc3ccccc32)cc1OC	·	22µM*	·	·	?	-15%
COc1ccc(OCC2c3cc(OC)c(OC)cc3CCN2C(=O)COc2ccc(Cl)cc2Cl)cc1 (stereo not given)	?	6%	·	·	·	7%
Cc1ccc(S(=O)(=O)CCC(=O)OCC(=O)N(C)Cc2ccccc2)cc1	-10	·	-3%	10%	·	·
CCCCNC(=O)c1cc(-c2ccc(OC)cc2)on1	105	6%	30%	-1%	0%	?
O=C(CCC(=O)NNC(=O)Nc1cccc(Cl)c1)NCc1ccccc1	?	0%	47%[activator]	20%	-7%	-5%
CCOCCCNC(=S)Nc1ccc(S(N)(=O)=O)cc1	3	?	15%	16%	16%	10%
COc1ccccc1C1CC(c2cccs2)=NN1C(=O)CCC(=O)O (stereo not given)	136	-11%	-2%	-2%	12%	-17%
CC(=O)NCCCc1nc2ccccc2n1Cc1cc(C)ccc1C	6	-2%	-4%	4%	1%	1%
COc1ccc(OC)c(C2=NOC(C(=O)NCc3cccnc3)C2)c1 (stereo not given)	50	-6%	9%	?	-6%	0%
CC(=O)Nc1ccc(C=NNc2ccc([N+](=O)[O-])cc2S(=O)(=O)Nc2ccccc2C(=O)O)cc1	50	·	115%[activator]	2%	·	·
CC(=O)c1ccc(N2CCN(c3ncnc4c3c(-c3ccccc3)cn4-c3ccc(Cl)cc3)CC2)cc1	-14	3%	·	·	·	-4%
CC(Oc1ccccc1)C(=O)OCC(=O)NC(=O)NC1CCCCC1 (stereo not given)	-10	0%	-1%	12%	·	?
CCOc1ccc(C(O)c2nccn2C)cc1 (stereo not given)	2	0%	37%	4%	-13%	2%
CCN1CCN(C(=O)c2ccccc2N(Cc2ccccc2)S(C)(=O)=O)CC1	9	11%[11.4 µM]	5%	11%	-1%	0%
CSc1ccc(CCNC(=O)c2cc(-c3ccccc3)c(N3CCOCC3)s2)cc1	?	-3%	-6%	?	9%	-8%
COc1ccc(C2OC(=O)CC2C(=O)NC2CCCCCC2)cc1OC (stereo not given)	3	-19%	13%	-1%	0%	2%
COc1ccc2nc(N3CCC(C)CC3)c(C#N)cc2c1	32	-26%	46%[activator]	?	-9%	-6%
COc1ccc(Nc2cc(C(=O)NCCCN(C)c3ccccc3)c3ccccc3n2)c(OC)c1	-3	9%	·	·	·	8%
CCCCSCc1cc(C(=O)O)oc1C(C)(C)C	-18	8%	-1%	20%	19%	0%

Exported with two lines to a compound: part of the list above.
Under each structure – HCMV inh	Sm TGR block	AMA1-RON2 inh	HCV inh	FBPA Giardia inh	AmpC inh detg
> COc1ccc2nc(N3CCC(C)CC3)c(C#N)cc2c1
  32	-26%	46%[activator]	?	-9%	-6%
> CCOC(=O)c1ccc(Cl)c(NC(=O)c2ccc(-c3ccccc3)cc2)c1
  35	3%	0%	-4%	-1%	3%

Back to the main list, starting 2 compounds before the break.
SMILES	HCMV inh	Sm TGR block	AMA1-RON2 inh	HCV inh	FBPA Giardia inh	AmpC inh detg
COc1ccc(Nc2cc(C(=O)NCCCN(C)c3ccccc3)c3ccccc3n2)c(OC)c1	-3	9%	·	·	·	8%
CCCCSCc1cc(C(=O)O)oc1C(C)(C)C	-18	8%	-1%	20%	19%	0%
OCc1nc2ccccc2n1/N=C/c1cccs1	-4	2%	-10%	-22%	0%	-1%
Cc1ccc(NC(=O)/C=C/c2cccc(C(F)(F)F)c2)cc1	?	-7%	-5%	?	-1%	-3%
O=[N+]([O-])c1ccc(Oc2ccc(F)cc2)c2ccncc12	-68*	6%	-28%	?	-20%	1%
CC(Oc1ccc(Cl)cc1)c1ccn[nH]1 (stereo not given)	-30	·	11%	1%	-1%	0%
O=C(CSc1nc2c(c(=O)n1-c1ccc(Br)cc1)SCC2)NCC1CCCO1 (stereo not given)	·	-7%	-10%	?	-5%	-3%
CC(C)(C)NC(=O)c1ccc2c(c1)N(CC(=O)N1CCCCC1)C(=O)C(C)(C)O2	-9	-6%	9%	16%	0%	-13%
O=C(c1ccc2c(c1)N(Cc1ccc(Cl)cc1)C(=O)c1ccccc1S2(=O)=O)N1CCC(Cc2ccccc2)CC1	-20	?	·	·	·	1%
COc1ccc(OC)c(CCNC(=O)c2ccc(CS(=O)Cc3ccc(Cl)cc3)o2)c1 (stereo not given)	-5	4%	4%	10µM*	·	1%
CCCCN(CCCC)CCNC(=O)c1cn(C)c2ccc(S(=O)(=O)N(C)C3CCCCC3)cc2c1=O	1	-15%	1%	1%	-2%	3%
COc1ccc(CNC(=O)c2oc3ccc(S(=O)(=O)N4CCOCC4)cc3c2C)cc1	?	1%	4%	-29%	6%	?
Cc1cc2ccccc2n1CCNC(=O)c1cccc(Br)c1	-31	6%	·	·	·	19%
O=C1c2ccccc2C(O)N1c1cccnc1 (stereo not given)	-34	5%	0%	26%	-4%	-11%
COC(=O)c1nn(-c2cccc(Cl)c2)cc(OC)c1=O	·	12%	5%	10%	0%	-3%
COc1ccc(N2C(=O)C(CC(=O)Nc3ccccc3)N(CCc3ccc(OC)c(OC)c3)C2=O)cc1 (stereo not given)	?	-3%	11%	0%	0%	-5%
O=S(=O)(c1cccc(-c2nnc(-c3cccnc3)o2)c1)N1CCCCC1	-4	3%	-6%	2%	2%	1%
Cc1ccc(S(=O)(=O)Nc2cccc3c2O[C@H](CN(C)C(=O)Nc2ccc(C(F)(F)F)cc2)[C@@H](C)CN([C@H](C)CO)C3=O)cc1	-18	·	-14%	-23%	·	·
O=C(CC1Sc2ccccc2NC1=O)OCc1cc(=O)oc2cc(O)ccc12 (stereo not given)	54	2%	6%	?	9%	-7%
COc1ccccc1NS(=O)(=O)c1ccc(C(=O)NCC(c2ccccc2OC)N(C)C)cc1 (stereo not given)	-4	3%	-5%	·	·	0%
CCc1nnc(NC(=O)Cn2nc(-c3ccc(OC)c(OC)c3)ccc2=O)s1	73	-6%	?	16%	20%	?
Cc1oc(-c2cc(F)ccc2F)nc1CN1CCN(C)C(=O)[C@@H]1C	-26	-23%	35%[activator]	0%	6%	-1%
CC(=O)c1cnc2nc(C(F)(F)F)nn2c1C	13	-6%	4%	-8%	1%	2%
c1ccc(Nc2cccc3c(Nc4ccccc4)cccc23)cc1	-19	-21%	?	1%	-19%	-13%
